OPRM1-OPRD1 inv = inverse agonists of MOR-DOR heterodimerization, primary screen, cell-based, luminescence; cell-based MOR-DOR heterodimer luminescence, inverse agonism; inhibition, % at 9.3 µM; hit rate 0.21% among 340,000; Mu-type opioid receptor (Homo sapiens) + Delta-type opioid receptor (Homo sapiens), …; in the data active = inhibition above about 22%, passing the limit was not always enough;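 note: 0% = cells with DMSO and 100% = wells without cells with DMSO; values of inactives mirror those of a sister screen read the other way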
Target sequence (P35372 whole entry, looked up): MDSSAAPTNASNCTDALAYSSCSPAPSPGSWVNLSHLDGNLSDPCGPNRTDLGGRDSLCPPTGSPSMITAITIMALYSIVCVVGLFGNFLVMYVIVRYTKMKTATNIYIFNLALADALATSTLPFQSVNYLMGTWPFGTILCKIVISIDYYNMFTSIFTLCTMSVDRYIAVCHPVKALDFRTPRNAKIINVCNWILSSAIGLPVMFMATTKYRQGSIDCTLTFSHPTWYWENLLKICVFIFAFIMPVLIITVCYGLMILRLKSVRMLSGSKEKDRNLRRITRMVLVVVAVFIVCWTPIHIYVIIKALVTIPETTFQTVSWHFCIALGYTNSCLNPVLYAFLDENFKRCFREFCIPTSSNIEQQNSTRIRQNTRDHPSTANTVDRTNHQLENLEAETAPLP
Target sequence (P41143 whole entry, looked up): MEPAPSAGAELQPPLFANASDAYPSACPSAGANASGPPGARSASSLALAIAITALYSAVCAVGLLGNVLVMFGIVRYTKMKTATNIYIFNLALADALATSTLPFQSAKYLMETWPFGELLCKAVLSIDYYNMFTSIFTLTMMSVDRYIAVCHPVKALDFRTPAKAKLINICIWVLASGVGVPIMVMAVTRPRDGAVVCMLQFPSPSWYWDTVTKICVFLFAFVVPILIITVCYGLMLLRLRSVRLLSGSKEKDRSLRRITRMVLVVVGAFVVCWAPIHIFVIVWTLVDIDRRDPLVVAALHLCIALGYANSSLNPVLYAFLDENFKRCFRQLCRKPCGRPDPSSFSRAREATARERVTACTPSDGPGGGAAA
E coli growth = E. coli V3065 growth inhibition, primary screen, counter-screen for AddAB inhibitor project, absorbance, OD600; hit rate 0.27% among 330,000; 18 h; AID 449728, 2010; inhibition, % at 11.9 µM;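 active = inhibition above the campaign's mean inhibition across all tested compounds plus 3 SD, cut at about 9.9% in these data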;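 note: uninfected addAB+ strain grown without phage in ampicillin broth; 0% = DMSO wells and 100% = ciprofloxacin 0.95 µg/ml wells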
Arrestin-AP2 inh = inhibitors of beta-arrestin/AP2 binding, primary screen, biochemical, GPCR trafficking, flow cytometry | beta-arrestin 1 C-terminal peptide binding to AP2 beta2-adaptin appendage (human) | inhibition, % at 10 µM | FITC-arrestin peptide / GST-AP2 beads; AP2 beta2 appendage carries R879A mutation | hit rate 0.31% among 340,000;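 active = inhibition above a set limit, near 3 SD of compounds lacking own fluorescence, cut at about 54% in these data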;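 note: plate controls were DMSO wells for no effect and 5 µM unlabelled arrestin peptide for full effect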
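System: GST-tagged AP2 beta2-adaptin appendage (R879A) on 4 µm glutathione beads / Reagent: FITC-arrestin peptide, 50 nM / Detection: HyperCyt-sampled flow cytometry, FL1 channel, ex 488/em 535 nm / Timing: 12 min plus 1 h, RT / Buffer or medium: PBS plus Tween 20 (0.05%) and BSA (0.1%)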
Tat transport = E. coli Tat export inhibitors, primary screen, MC4100, TorA-mCherry reporter, fluorescence, single point; inhibition, % at 10 µM; hit rate 0.036% among 340,000; AID 488895, 2010;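 active = mean replicate inhibition at least 50% and at least half of replicates individually reaching 50%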;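 note: exported cargo escapes ClpAP degradation while cytoplasmic cargo is degraded and loses fluorescence; 0% = median of neutral control wells and 100% = median of NaSCN control wells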
AddAB inh = growth inhibition of E. coli expressing H. pylori AddAB, primary screen, AddAB inhibitor project, absorbance; inhibition, % at 11.9 µM; hit rate 0.29% among 330,000; AID 435030, 2010; in the data active = inhibition above about 12%;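 note: 0% = vehicle wells of infected cells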
PfHsp90 set2 = growth inhibition of PfHsp90-expressing yeast, primary screen, antimalarial PfHsp90 inhibitor project, S. cerevisiae, BacTiter-Glo luminescence, single point, set 2; inhibition, % at 9.4 µM; BacTiter-Glo ATP, 48 h; yeast lacking PDR1 and PDR3 efflux regulators; hit rate 0.32% among 310,000;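 active = every replicate shows inhibition above about 80%, whatever the replicate mean, limit read from the data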;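 note: 0% = DMSO neutral controls and 100% = 20 µM radicicol positive controls; yeast relying on Plasmodium falciparum Hsp90 in place of its own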
phage Ecoli inh = growth loss of phage-infected E. coli, primary screen, RecBCD inhibitor project, absorbance, with phage, HTS | hit rate 0.26% among 360,000 | inhibition, % at 11.9 µM; in the data active = inhibition above about 11%
PKA-R1A act = activators of PKA-R1A holoenzyme, primary screen, biochemical, fluorescence polarization, Cy5-IP20, bovine R1A, mouse PKAc. activation, % at 11.4 µM. hit rate 0.083% among 340,000. PKA-R1A dissociation; scaled: DMSO 0%, 113 µM cGMP 100%. cAMP-dependent protein kinase type I-alpha regulatory subunit (Bos taurus) + …. AID 504707, 2011;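 active = percent activation above the mean of all tested compounds plus 3 SD, cut at about 19% in these data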;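 note: higher means more PKAc released from R1A so a rise in polarization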
DSG3 Ab inh = inhibitors of pemphigus antibody binding to DSG3, primary screen, biochemical, bead-based, flow cytometry, scFv-GFP. Desmoglein-3 (Homo sapiens), P32926. DSG3-coupled beads, scFv-anti-DSG3-GFP binding; stronger effect = lower value. binding (percent of control), % at 10 µM. hit rate 0.48% among 310,000. AID 588358, 2011;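 active = binding more than 3 SD below its plate's average and above zero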; note: some compounds called inactive have numbers as strong as hits
Mot1-301 SUMO = yeast Mot1-301 growth rescue at high temperature, primary screen, SUMOylation pathway inhibitor project, S. cerevisiae, ATP luminescence, 38.5C. S. cerevisiae Mot1-301 growth rescue; percent above DMSO median, 100 means doubled. growth rescue, % at 18.8 µM. hit rate 1% among 320,000;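 active = every valid replicate shows activation above 250% relative to neutral control wells; inactive = the rest, any valid replicate at or below 250%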;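 note: OY570 slx delta 5 strain wells were the positive control but not used for scaling; some compounds called inactive have numbers as strong as hits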
OPRM1-OPRD1 ag = agonists of OPRM1-OPRD1 heterodimerization, primary screen, cell-based, luminescence; hit rate 0.3% among 340,000; Mu-type opioid receptor (Homo sapiens) + Delta-type opioid receptor (Homo sapiens), …; cells; activation, % at 9.3 µM; in the data active = activation above about 18%;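 note: 0% = vehicle-treated cells and 100% = reference agonist; values of inactives mirror those of a sister screen read the other way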
Active calls of the source: *; / = no result given.

SMILES	OPRM1-OPRD1 inv	E coli growth	Arrestin-AP2 inh	Tat transport	AddAB inh	PfHsp90 set2	phage Ecoli inh	PKA-R1A act	DSG3 Ab inh	Mot1-301 SUMO	OPRM1-OPRD1 ag
O=C1c2ccccc2C(=O)N1CCSc1nncs1	5	-2.0	1	-2	-2.4	-9	2.9	0	100	5	-0.9
CCN(CC)c1ccc(N=Nc2ncn[nH]2)cc1	/	0.3	1	-5	2.8	-2	3.6	/	/	-11	/
Cc1nc2c(-c3ccccc3)c(C)nn2c(C)c1CC(=O)O	1	-0.5	-5	-2	0.1	-1	2.7	-10	94	-30	-0.2
COc1ccc(S(=O)(=O)N2CCCCC2)cc1NC(=O)Cc1sc(C)nc1-c1ccc(F)cc1	10	-1.6	-5	1	2.5	6	1.2	-4	103	-7	-2.1
CC(NC(=O)/C(C#N)=C/c1ccc(N2CCOCC2)cc1)c1ccccc1 (centres undefined)	0	0.2	-1	4	2.4	-78	-2.2	-12	116	-3	0.0
COc1ccc(CCC(=O)NCCc2cn3c(C)csc3n2)cc1	2	0.9	-4	6	-2.6	-2	-0.1	2	84	4	-0.4
O=[N+]([O-])c1cc(Cl)c2cccnc2c1O	-6	62*	14	-9	68*	-44	52*	6	101	-9	1.0
CC1CCN(C(=S)NC2CC3CCC2C3)CC1 (centres undefined)	1	-0.5	-5	-4	2.1	-15	3.6	8	97	8	-0.2
CCOC(=O)C1CCC(CN(Cc2ccccc2)S(=O)(=O)c2ccc([N+](=O)[O-])cc2)CC1 (centres undefined)	-21	0.2	7	6	1.2	-35	2.4	1	107	0	4.3
COc1ncnc(-c2ccccc2)c1-c1ccccc1	9	-0.1	-31	-1	0.0	-7	1.3	2	113	12	-1.7
CCOc1cc(C(=S)N2CCOCC2)ccc1OS(=O)(=O)c1ccc(OC)cc1	6	0.7	11	-11	2.5	9	0.3	0	122	-14	-1.3
O=C(CSc1nnc(C2CC2)n1-c1ccccc1)NCCc1ccccc1	11	-1.1	1	0	1.9	14	2.9	0	104	-2	-2.8
CC(=O)c1ccc(OCCCN2CCCCC2)cc1	-6	2.8	2	-10	3.7	-10	0.3	-8	104	-1	1.2
CC(=O)NC12CC3CC(C1)CC(C(=O)N(C)CC(=O)Nc1ccc(F)c(F)c1F)(C3)C2	9	0.9	10	0	1.0	/	2.1	7	101	-11	-2.0
N#CC(=C1CCCC1)c1nc(-c2ccc(Cl)cc2)cs1	2	-0.9	2	-25	-2.1	-16	1.0	4	107	170	-0.4
COc1ccc2c(c1)[nH]c1c(=O)n(CCc3cnc[nH]3)cnc12	16	2.2	9	-7	6.1	/	1.7	-3	105	93	-2.8
COc1ccc(CCNC(=O)C2CCN(S(C)(=O)=O)CC2)cc1OC	-6	-2.2	7	-5	0.6	13	1.4	-8	116	-3	1.0
COc1ccc(NS(=O)(=O)c2cc(NC(=O)c3ccc(=O)[nH]c3)ccc2N2CCOCC2)cc1	5	1.3	35	-6	-4.8	1	5.5	-6	119	-6	-1.1
COCCCn1c2nc3ccccc3nc2c2c(=O)n(-c3ccccc3OC)cnc21	10	-1.3	2	-8	-0.4	-21	1.4	-5	/	19	-2.3
CCCc1cc(=O)n2[nH]c(C)nc2n1	4	-0.3	-6	-6	2.0	-24	3.6	10	102	15	-0.8
Cc1ccc(S(=O)(=O)NCCNC(=O)CN2CCOCC2)cc1	13	-1.7	7	4	1.0	8	2.6	-9	109	-5	-2.4
Cc1csc(N/N=C/c2c(F)cccc2Cl)n1	7	-2.1	-4	-2	-0.5	-51	1.2	-3	123	-9	-1.6
CCN(CC)S(=O)(=O)c1ccc(NC(=O)c2ccccc2N(C)S(C)(=O)=O)cc1	3	3.0	12	-2	0.5	-7	0.5	6	105	-2	-0.6
C[C@@H]1CN([C@@H](C)CO)C(=O)Cc2cc(NC(=O)Nc3ccc(C(F)(F)F)cc3)ccc2O[C@@H]1CN(C)S(=O)(=O)c1ccc(Cl)cc1	-5	-2.4	16	-9	0.2	-2	2.1	3	99	8	0.9
COC(=O)c1c(-c2ccc(OC)cc2)sc2cc3c(cc12)OCO3	1	-1.6	-2	3	-0.3	5	1.8	-15	100	-24	-0.2
CCCCc1n(CC(=O)c2ccc(Cl)cc2)c2ccccc2[n+]1C	-31	0.8	-1	-10	1.9	-11	3.5	-18	94	/	4.3
Oc1ccc(C23CC4CC(CC(C4)C2)C3)cc1O	-34	2.4	8	7	1.2	72	4.0	2	/	648*	7.2
CC(=O)Nc1ccc2c(c1Br)Cc1ccccc1-2	14	/	-16	0	/	/	0.8	-1	96	/	-2.8
N/C(=N\O)c1ccccc1-n1cccc1	5	0.8	-8	-7	0.2	4	3.3	0	108	-18	-1.0
O=C(CN1C(=O)CCSc2ccccc21)Nc1ccccc1	15	-1.7	3	-6	-2.8	6	3.8	-6	103	70	-2.8

No new results follow: 2 of the compounds above.
SMILES	OPRM1-OPRD1 inv	E coli growth	Arrestin-AP2 inh	Tat transport	AddAB inh	PfHsp90 set2	phage Ecoli inh	PKA-R1A act	DSG3 Ab inh	Mot1-301 SUMO	OPRM1-OPRD1 ag
COc1ccc2c(c1)[nH]c1c(=O)n(CCc3cnc[nH]3)cnc12	16	2.2	9	-7	6.1	/	1.7	-3	105	93	-2.8
COc1ccc(CCNC(=O)C2CCN(S(C)(=O)=O)CC2)cc1OC	-6	-2.2	7	-5	0.6	13	1.4	-8	116	-3	1.0

The list continues.
SMILES	OPRM1-OPRD1 inv	E coli growth	Arrestin-AP2 inh	Tat transport	AddAB inh	PfHsp90 set2	phage Ecoli inh	PKA-R1A act	DSG3 Ab inh	Mot1-301 SUMO	OPRM1-OPRD1 ag
CCNc1nc(NCC)nc(OCCNS(=O)(=O)c2cc(C)ccc2C)n1	9	-0.8	0	-10	1.4	/	1.0	0	106	-9	-1.8
CC1CCC(NC(=O)CCCn2sc3ccccc3c2=O)CC1 (centres undefined)	11	0.2	16	0	0.5	10	2.7	-2	99	32	-2.3
COc1cc(OC)c(C(=O)Nc2cccc3ccccc23)cc1OC	7	1.6	-5	-7	0.0	-3	3.6	2	125	10	-1.4
COc1ccc(CN2CC(=O)N3[C@H]4c5cc(C)ccc5OC[C@@H]4[C@H](c4ccccc4)[C@]3(C)C2=O)cc1	-1	3.2	8	-1	3.6	20	-0.9	2	101	-7	0.1
Cc1ccc(-c2nn(-c3ccccc3)cc2C(=O)NN2CCN(C)CC2)cc1	13	-0.2	4	-6	1.4	-17	3.7	1	106	17	-2.5
CN1CCN(c2ccc(S(=O)(=O)N3CCCCC3)cn2)CC1	5	0.9	-121	-7	1.3	-12	4.8	-2	110	3	-0.8
CCCCn1c(SCC(=O)N2CC(=O)Nc3ccccc32)nnc1-c1ccoc1C	0	1.2	5	11	-2.1	-20	2.1	8	97	-21	0.0
CCN(C[C@H]1N[C@@](C)(C(=O)OC)[C@H]2C(=O)N(C)C(=O)[C@@H]12)S(=O)(=O)c1ccc(F)cc1	13	0.7	16	-6	2.9	3	1.0	-7	93	-30	-2.9
COc1cccc(Oc2cn[nH]c2-c2ccc(O)cc2O)c1	-6	1.2	-4	-1	1.6	-21	3.4	8	94	-16	1.0
Cc1coc2c(C)c3oc(=O)c(CCC(=O)N[C@@H](C)C(=O)N[C@@H](Cc4ccccc4)C(=O)O)c(C)c3cc12	10	-0.8	-10	-1	2.5	-1	0.4	-8	91	12	-1.9
Cc1ccc(S(=O)(=O)NC(=O)c2ccccc2C)cc1	4	0.8	5	-3	2.0	7	3.1	14	107	-8	-1.0
O=C(COc1ccccc1)Nc1nn[nH]n1	-2	-2.5	-7	-5	1.3	20	0.6	6	107	8	0.5
O=c1[nH]c(C2CCN(S(=O)(=O)c3cccc(C(F)(F)F)c3)CC2)nc2c1nnn2Cc1cccc(F)c1	-1	-0.8	2	24	1.8	30	-0.3	-3	/	-12	0.1
Cc1nn(Cc2c(F)c(F)c(F)c(F)c2F)c(C)c1NC(=O)c1ccc(COc2cc(Cl)ccc2Cl)cc1	-7	1.0	-4	4	1.6	-10	0.9	4	93	-24	1.3
CCCn1nc(NS(C)(=O)=O)c2cc3cccc(C)c3nc21	4	-1.1	8	-7	1.1	/	1.3	2	105	-7	-0.6
Cc1ccc(C)c(S(=O)(=O)Nc2cccc(-n3cnnn3)c2)c1	13	-0.2	29	-1	0.2	-11	1.8	-10	103	-8	-2.5
COc1ccc(/C(O)=C2/C(=O)C(=O)N(CCN(C)C)C2c2cccnc2)cc1OC (centres undefined)	-11	-1.2	-1	-6	1.2	5	2.0	-8	109	16	1.5
CC(=O)OCC1=C(C(=O)O)N2C(=O)[C@@H](NC(=O)Cc3cccs3)[C@H]2SC1	18	-1.8	-6	0	2.9	-18	2.3	-3	101	18	-3.5
O=C(CCc1nc2ccccc2c(=O)[nH]1)N1CCN(S(=O)(=O)c2cccc([N+](=O)[O-])c2)CC1	2	1.5	16	-1	2.1	5	-1.3	1	106	-1	-0.3
COc1ccc(-n2c(Cn3nnc4ccccc43)n[nH]c2=S)cc1	7	1.2	2	-5	2.4	-5	3.1	9	116	18	-1.4
CC(=O)N/C(N)=N/c1nc(=O)c2ccccc2s1	20	-1.4	-5	1	1.8	-5	3.2	-10	114	-5	-3.9
CC(C)NC(=O)NC(=O)COC(=O)c1ccccc1Oc1ccccc1	-25	-2.5	5	-4	-0.4	-9	1.3	-8	99	9	4.3
COc1cccc(C(CC(=O)NCCN2CCOCC2)NS(=O)(=O)c2ccc(C)cc2)c1OC (centres undefined)	4	-0.6	23	-1	3.2	/	1.1	-8	98	-1	-0.8
O=C(C1CC(c2ccc(F)cc2)=NO1)N1CCCc2ccccc21 (centres undefined)	7	-0.6	-10	2	0.3	13	2.5	-3	99	-3	-1.2
Cc1cc(NC(=O)CSc2nnc(-c3ccccc3F)n2N)no1	13	0.5	-8	-4	-2.1	30	0.9	5	90	-5	-2.6
CC(C)CC(NC(=O)C1CCC(C)CC1)C(=O)NCc1ccco1 (centres undefined)	8	-2.9	-14	-1	2.2	1	0.1	5	102	/	-1.4
CCCCNCCCOc1cccc(Cl)c1	4	0.2	-8	-4	1.3	-18	4.4	-2	101	29	-0.7
O=C(CSCSCC(=O)NCC1CCCO1)NCC1CCCO1 (centres undefined)	17	1.1	-4	4	3.7	-11	-0.7	1	107	-25	-3.0

High-throughput results (PubChem BioAssay)
